Compound activity deposited in PubChem by Sanford-Burnham Center for Chemical Genomics.
MPTP inh – inhibitors of mitochondrial permeability transition pore. 1.4% of 360,000 active. AID 602449. isolated mouse mitochondria, Ca2+ swelling absorbance, 30 min. inhibition, % at 10 µM;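 active means inhibition of 50% or more, scaled per plate between neutral and stimulator controls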;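 further: 0% = DMSO wells given calcium and 100% = 1 mM EGTA wells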
A3A deaminase – human APOBEC3A DNA deaminase inhibition; recombinant A3A, FAM/TAMRA ssDNA deamination fluorescence; inhibition, % at 20 µM; 0.41% of 330,000 active; AID 493011;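 active means at least 40% inhibition at 20 µM here, with at most 30% in a related deaminase screen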;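 further: plate controls were A3A with DMSO for no effect and wells lacking A3A enzyme for full effect; some results filed as inactive read as strong as hits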
Target sequence (P31941 whole entry, looked up): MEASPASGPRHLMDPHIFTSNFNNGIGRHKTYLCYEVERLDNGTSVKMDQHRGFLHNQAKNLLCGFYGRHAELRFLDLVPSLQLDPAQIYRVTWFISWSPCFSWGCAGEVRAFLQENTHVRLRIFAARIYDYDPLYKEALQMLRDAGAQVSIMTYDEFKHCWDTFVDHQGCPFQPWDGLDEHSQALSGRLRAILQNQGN
mIAP act – increases mouse intestinal alkaline phosphatase activity; muIAP, CDP-Star luminescence, 30 min; stronger effect = higher value; 1 = vehicle-only enzyme signal, 0 = enzyme-free wells; activation factor at 10 µM; 0.24% of 330,000 active; AID 2805;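 active means activation factor of at least 2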; further: the source names both 10 and 20 µM as test concentration; values of inactives mirror those of a sister screen read the other way
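System: Mouse IAP enzyme | Also added: CDP-Star substrate | Dosing: Compounds dispensed in DMSO | Schedule: 30 min enzyme-substrate-compound incubation at room temperature | Technique: Chemiluminescence readout | Control set: DMSO-only wells and no-enzyme negative control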
mIAP inh – mouse IAP inhibition | purified mouse IAP, CDP-Star luminescence, 30 min | AID 2806 | 0.2% of 330,000 active | inhibition, % at 10 µM;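 active means inhibition of at least 40% at 10 µM in the primary screen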;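 further: plate controls were DMSO with enzyme for no effect and no enzyme wells for full effect; values of inactives mirror those of a sister screen read the other way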
MIN6 prolif – induces beta-cell replication in MIN6 cells. 0.29% of 330,000 active. proliferation, % at 10 µM. MIN6 cells proliferation, ATPlite luminescence, 48 h; cells starved in 0.2% serum; 100% = growth in 10% serum;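 active means compounds whose signal lies at least 3.5 SD above the mean of all wells on their plate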;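 further: 0% = DMSO-treated cells in low-serum medium and 100% = 10% serum control; some compounds called inactive have numbers as strong as hits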
ATG4B inhibitor – ATG4B (human) cysteine protease inhibition. 0.51% of 340,000 active. Q9Y4P1. inhibition, % at 8.33 µM. ATG4B cleavage of LC3-PLA2, NBD-HPC fluorescence, 1 h; in the data active means inhibition above about 40%
Target sequence (Q9Y4P1 whole entry, looked up): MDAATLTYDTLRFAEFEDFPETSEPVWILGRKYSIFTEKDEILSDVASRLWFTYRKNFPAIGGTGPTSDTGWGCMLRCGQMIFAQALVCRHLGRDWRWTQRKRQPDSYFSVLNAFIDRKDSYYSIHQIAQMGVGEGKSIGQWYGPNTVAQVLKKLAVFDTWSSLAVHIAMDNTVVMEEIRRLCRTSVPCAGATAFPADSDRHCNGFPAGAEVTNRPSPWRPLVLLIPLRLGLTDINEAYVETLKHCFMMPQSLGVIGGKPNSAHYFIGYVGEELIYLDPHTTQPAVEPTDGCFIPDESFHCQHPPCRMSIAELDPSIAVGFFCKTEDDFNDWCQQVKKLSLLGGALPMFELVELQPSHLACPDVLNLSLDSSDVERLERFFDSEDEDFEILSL
hIAP activ – increases human intestinal alkaline phosphatase activity; P09923; purified human IAP, CDP-Star luminescence, 30 min; stronger effect = higher value; 1 = vehicle-only enzyme, 0 = enzyme-free background; activation factor at 10 µM; 0.16% of 330,000 active; AID 2524;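 active means activation factor of the enzyme at least 2-fold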; further: the source names both 10 and 20 µM as test concentration; values of inactives mirror those of a sister screen read the other way
APOBEC3G inh – inhibitors of human APOBEC3G DNA deaminase. AID 493012. Q9HC16. inhibition, % at 20 µM. 0.28% of 330,000 active. recombinant A3G, ssDNA deamination FAM/TAMRA fluorescence;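 active means inhibition of at least 40% at 20 µM, with no more than 30% in the related APOBEC3A deaminase screen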;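 further: plate controls were DMSO wells with A3G for no effect and wells lacking A3G enzyme for full effect; some compounds called inactive have numbers as strong as hits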
Target sequence (Q9HC16 whole entry, looked up): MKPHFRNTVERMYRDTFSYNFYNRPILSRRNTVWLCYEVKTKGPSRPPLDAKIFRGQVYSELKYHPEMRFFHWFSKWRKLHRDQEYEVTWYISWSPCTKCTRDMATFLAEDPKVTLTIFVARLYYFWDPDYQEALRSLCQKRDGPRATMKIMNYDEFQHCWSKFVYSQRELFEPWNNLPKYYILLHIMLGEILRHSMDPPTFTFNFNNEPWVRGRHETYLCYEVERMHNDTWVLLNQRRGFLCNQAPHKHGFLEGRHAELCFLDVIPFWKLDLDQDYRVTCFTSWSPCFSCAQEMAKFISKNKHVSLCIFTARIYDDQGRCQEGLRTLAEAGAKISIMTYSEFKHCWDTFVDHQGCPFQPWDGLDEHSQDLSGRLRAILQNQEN
hIAP inh – blocks human intestinal alkaline phosphatase; P09923; purified IAP, CDP-Star luminescence, 30 min; inhibition, % at 10 µM; 0.12% of 330,000 active; AID 2544;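 active means inhibition reaching a set limit with compound at 10 µM in the primary screen, cut at about 35% in these data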;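 further: plate controls were DMSO wells with enzyme for no effect and no-enzyme buffer wells for full effect; values of inactives mirror those of a sister screen read the other way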
Numbers without * were called inactive; . = not tested or not shown.

SMILES	MPTP inh	A3A deaminase	mIAP act	mIAP inh	MIN6 prolif	ATG4B inhibitor	hIAP activ	APOBEC3G inh	hIAP inh
Cc1nc(N)sc1-c1csc(Nc2cccc(C(=O)O)c2)n1	-1.0	2	0.48	52*	-2	-2	0.9	3	10
CCCCCC(=O)Nc1ccc(C(=O)COC(=O)c2ccccn2)cc1	0.0	5	1.1	-7	-1	-2	1.1	0	-5
COc1ccc2[nH]c(=O)c(CN(c3ccc(C)c(C)c3)S(C)(=O)=O)cc2c1	-0.3	-3	0.97	3	-3	-8	0.86	-8	14
CC(C)NC(=O)COC(=O)c1ccc(O)cc1	-1.6	-2	0.87	13	1	-3	0.85	-4	15
Cc1cc(C)n(CC(O)COc2ccccc2C)n1 (stereo not drawn)	-3.3	4	1	-5	-3	-2	1.1	-2	-9
CCOCc1nnc(NC(=O)CSc2ccc(C)cc2)s1	0.4	-3	1	-3	-3	-12	1.1	-2	-10
CCCC(=O)OCCn1c(Br)nc2c1c(=O)[nH]c(=O)n2C	-1.0	-2	1	-4	-3	-5	1.2	-3	-24
CS(=O)(=O)N(Cc1nc2sc3c(c2c(=O)[nH]1)CCCC3)C1CCCCC1	.	3	0.98	2	-3	-6	1.1	-1	-11
O=C(CSc1nc2ccccc2[nH]1)Nc1ccccc1N1CCOCC1	0.8	-2	0.89	11	-1	-7	0.86	-8	14
O=C(CN1CCCC1)NC(c1ccccc1)c1ccccc1	-0.3	-2	0.98	2	-3	5	1.1	-7	-11
O=C(NCc1cccnc1)Nc1ccccc1F	-0.2	2	0.97	3	-1	-11	0.72	-5	28
O=C(COC(=O)CCC1CCCC1)Nc1ccc(F)cc1Cl	0.2	0	0.97	3	-2	3	0.96	2	4
O=C(CSc1nc(-c2ccccc2)nc2ccc(F)cc12)Nc1cccc(C(=O)O)c1	-0.3	-2	1	-4	-1	0	0.95	-3	5
CCC(=O)Nc1ccc(C(=O)N/N=C/c2cccnc2)cc1	-0.5	1	0.96	4	3	3	0.89	-6	11
Cc1ccc(Sc2c([N+](=O)[O-])c(C)nn2C)cc1	3.4	-2	1	-4	2	8	1.2	-1	-18
O=C1COc2ccc(C(=O)COC(=O)Cc3c(F)cccc3Cl)cc2N1	0.6	-1	1	-5	1	-10	1.1	-6	-10
Cc1ccccc1NS(=O)(=O)c1ccc(C)c(NS(C)(=O)=O)c1C	-0.8	0	0.95	5	-2	6	0.85	0	15
O=C(Cc1c[nH]c2ccccc12)NCc1cccs1	1.3	2	0.96	3	-1	-10	1	-7	0
CCOC(=O)C1=C(Cc2ccc(Cl)cc2)C(=O)c2ccccc2C1=O	40	0	0.87	13	-6	15	0.95	-3	5
O=[N+]([O-])c1ccc(/C=N/Nc2ncc(Br)cn2)cc1	-1.4	-1	0.93	7	2	0	1.1	-3	-6
C=CCSC1=C(C#N)C(c2cc(Br)c(O)c(OC)c2)CC(=O)N1 (stereo not drawn)	2.1	-5	0.89	11	-1	0	1.1	-5	-5
O=C(c1ccco1)N1CCN(S(=O)(=O)c2ccc3c(c2)OCCO3)CC1	-3.0	-3	1	-4	-2	-15	0.96	-6	4
CCOc1cc(/C=N/N=C/c2ccc(O)c(OCC)c2)ccc1O	1.4	2	0.98	2	1	-6	0.79	-7	21
O=C(NCCN1Cc2ccccc2C1=O)c1cccs1	1.0	1	1.2	-25	-3	3	1	-1	-2
Cc1cc(C)c[n+](CC(=O)c2c(C)cc(C)c([N+](=O)[O-])c2C)c1	0.4	1	1	0	-2	-1	0.94	-9	6

Exported with values under each structure: entries from further up
Order of values: MPTP inh | A3A deaminase | mIAP act | mIAP inh | MIN6 prolif | ATG4B inhibitor | hIAP activ | APOBEC3G inh | hIAP inh
> O=C(NCCN1Cc2ccccc2C1=O)c1cccs1
→ 1.0 | 1 | 1.2 | -25 | -3 | 3 | 1 | -1 | -2
> Cc1cc(C)c[n+](CC(=O)c2c(C)cc(C)c([N+](=O)[O-])c2C)c1
→ 0.4 | 1 | 1 | 0 | -2 | -1 | 0.94 | -9 | 6

Following part:
SMILES	MPTP inh	A3A deaminase	mIAP act	mIAP inh	MIN6 prolif	ATG4B inhibitor	hIAP activ	APOBEC3G inh	hIAP inh
COc1ccc(-n2nnnc2SCC(=O)Nc2ccccc2N2CCOCC2)cc1OC	0.9	0	0.99	1	-2	-4	0.99	-4	1
Cc1cc(C)nc(N2CCC(C(=O)NCc3ccccc3F)CC2)n1	0.1	-3	1.1	-10	-4	15	1.2	-7	-25
Cc1ccc(S(=O)(=O)N2[C@@H](c3ccc(C(C)(C)C)cc3)C(C(=O)O)=CC[C@H]2c2ccc(C(C)C)cc2)cc1	1.1	-4	0.92	8	-5	20	1.3	-9	-32
Cn1nnc2cc(NC(=O)NCc3ccc4c(c3)OCO4)ccc21	-2.6	0	1	-5	-1	-2	1	-4	-3
CC1(C)C(=O)Nc2ccccc2N1C(=O)COC(=O)c1cc(S(=O)(=O)N2CCOCC2)ccc1F	-1.3	24	0.9	10	-5	-11	1.1	17	-5
O=C(NCCc1ccccc1)c1cccc2c1C(=O)N(C1CCCCC1)C2	-1.5	-2	0.89	11	-5	-11	1	-1	0
O=S(=O)(NN1CCOCC1)c1ccc(Br)cc1	1.9	-3	1	-1	-1	4	0.86	-12	14
O=C(Nc1ccccc1N1CCCC1)c1ccc([N+](=O)[O-])cc1Cl	0.5	-1	0.97	3	6	7	0.95	-4	5
Cc1cccc(C)c1NC(=O)Cn1c(=O)c(N2CCCCC2)c(N)n(C)c1=O	-1.2	0	1.1	-7	-2	-3	1	-6	-5
O=C(CCN1C(=O)c2cccnc2C1=O)NC1CCCCCC1	-0.5	-2	0.93	7	-1	-9	1.1	-3	-6
COC(=O)C1(c2ccccc2)NC(c2ccc(O)cc2)C2C(=O)N(c3ccc4c(c3)OCO4)C(=O)C21 (stereo not drawn)	1.2	4	0.97	3	-3	-17	1.1	6	-14
O=C(CC1Sc2ncnn2C1=O)Nc1ccc(Cl)cc1 (stereo not drawn)	.	-8	0.96	4	-5	-5	0.93	6	7
O=C(CN1CCN(c2ccccc2)CC1)Nc1ccccc1Cl	-1.1	-2	0.96	4	-1	-12	0.81	-3	18
CC1=CCC2C(=O)N(CCc3c[nH]c4ccccc34)C(=O)C2C1 (stereo not drawn)	0.0	-3	0.94	6	-2	-12	0.99	-5	1
CC(C)C(NS(=O)(=O)c1ccc2c(c1)OCCO2)C(=O)NCCc1ccccn1 (stereo not drawn)	1.2	-3	0.88	12	0	-11	1	-5	0
COC(=O)c1ccc2c(=O)n(CCCCCC(=O)O)c(=O)[nH]c2c1	-1.2	-3	1.1	-5	-1	-2	1	3	-3
O=C(COC(=O)c1cc(=O)c2ccccc2o1)Nc1ccc2ccccc2c1	-0.7	1	1.1	-9	0	-14	0.96	-4	4
COc1ccc([N+](=O)[O-])cc1CSc1ccccn1	-0.4	52*	0.89	11	-1	8	0.96	7	4
CCOC(=O)c1cc2c(=O)[nH]c(C(Cl)(Cl)Cl)nc2o1	-2.4	0	1	-4	2	-3	1	-4	-4
COc1ccc(C(=O)Nc2nc3cc4c(cc3s2)OCCO4)c(OC)c1	1.0	-10	1	-1	-5	10	1.1	-6	-9
CCOC(=O)c1nc(N)sc1C(=O)OCC	0.7	-2	0.92	8	-4	1	0.95	-4	5
CC1(C(=O)OCC(=O)NCCNC(=O)COC(=O)C2(C)CC2(Cl)Cl)CC1(Cl)Cl (stereo not drawn)	1.0	-5	0.98	2	-1	5	0.86	-5	14
S=C(c1nc2ccccc2[nH]1)N1CCOCC1	0.1	-1	0.77	23	2	-12	1	22	0
C=CCN1CC2CC3(COc4cc(C)cc(C)c4)C=CC2(O3)C1=O (stereo not drawn)	23	-1	0.98	2	-1	1	0.94	-4	6
CC(/C=C/c1ccc2c(c1)OCO2)=N\NC(=O)C(O)c1ccccc1 (stereo not drawn)	3.3	1	0.94	6	-1	-6	1	-3	-3

Later entries:
SMILES	MPTP inh	A3A deaminase	mIAP act	mIAP inh	MIN6 prolif	ATG4B inhibitor	hIAP activ	APOBEC3G inh	hIAP inh
COc1cc(Cl)cc(/C=C/c2ccc3ccccc3n2)c1OC(C)=O	2.2	-5	1	-4	0	-35	1.1	-5	-7
Cc1cc(C)c2c(CC(=O)NCCc3ccccc3)coc2c1	0.3	6	1.2	-18	-1	-20	1.1	-7	-8
CS(=O)(=O)N1CCc2cc(-c3csc(NC(=O)Cc4ccccc4)n3)ccc21	0.5	0	1.2	-22	-2	-25	1.1	-1	-9
Cc1nnsc1Sc1ccccn1	-0.2	3	0.98	2	-3	11	1.2	-1	-22
CCSc1nnc(NC(=O)c2ccco2)s1	-1.4	-4	1	-2	2	4	0.95	-3	5
CC(=O)Nc1cccc(NC(=O)CSc2ncc(C(=O)Nc3ccc(F)cc3)c(=O)n2C)c1	-1.7	-2	0.73	27	-2	-3	1.2	-48	-21
CSc1nc(O)cc(=O)n1-c1ccc(F)cc1	-2.0	-4	1	-5	0	2	1	-9	-3
O=C(Nc1cccc(C(F)(F)F)c1)N(Cc1ccc(Cl)cc1)CC(O)C(F)(F)F (stereo not drawn)	8.7	3	1	-4	-4	-2	1	3	-1
COc1ccccc1N1CCN(Cc2cc(OC)c3c(c2)OCO3)CC1	-0.1	-4	1	-3	-4	4	0.88	-5	12
Nc1ccc(-c2nc3ccc(N)cc3[nH]2)cc1	-0.7	3	0.92	8	-2	-17	0.79	-5	21
CSc1nc2c(c(=O)[nH]c(=O)n2C)n1C/C=C(\C)Cl	-1.3	0	1.1	-6	4	18	1.1	-2	-13
COc1ccc(-c2csc(Nc3ccc(O)cc3)n2)cc1	2.3	4	0.97	2	-5	-11	0.88	2	12
COc1cc2cc(CCOC(=O)N3CCCCC3)oc(=O)c2cc1OC	-1.2	1	0.97	3	4	-11	0.99	-6	0
O=C(Nc1cccc(-c2nc3ncccc3o2)c1)c1sc2ccccc2c1Cl	0.3	-1	0.83	17	-4	11	0.99	-3	1
Cc1cc(=O)oc(C)c1C(=O)NCCNC(=O)c1c(C)cc(=O)oc1C	-0.5	-4	1	-1	-4	-8	1.1	-4	-7
Brc1cccc(OCCSc2ncccn2)c1	-0.9	-1	1.1	-8	-2	2	1	-5	-2
O=C(Nc1ccc(OCC(=O)N2CCOCC2)cc1)c1cccc(Cl)c1	1.1	-4	0.92	8	-3	1	0.96	-6	4
CC1=C(C(=O)Nc2ccccn2)C(c2ccccc2)n2ncnc2N1 (stereo not drawn)	0.6	-2	1	-1	-4	0	1	-4	-4
CC1Cc2ccccc2N1C(=O)c1cc2cccnc2n(C)c1=O (stereo not drawn)	-1.6	-3	1	-1	1	7	0.8	-2	20
CC1(C)Cc2c(c(N3CCOCC3)nc3sc4c(NCc5ccccc5)nnnc4c23)CS1	4.3	2	0.89	11	-5	-16	0.91	-1	9
Cc1ccc(S(=O)(=O)N2CCCC(C(=O)NCCc3ccc(S(N)(=O)=O)cc3)C2)cc1 (stereo not drawn)	0.3	8	1.1	-12	-1	9	0.95	-3	5
COC(=O)CSc1ncnc2c1cnn2-c1ccc(C)cc1C	0.6	7	0.97	3	-1	-2	0.94	0	6
CC1CCCC(C)N1C(=O)COC(=O)c1cncc(Br)c1 (stereo not drawn)	-0.3	7	1	-4	-4	3	0.99	2	1
Cc1cc(C)cc(NC(=O)NCC2CCN(Cc3cc(C)ccc3C)CC2)c1	0.8	-4	3.6*	-256	3	2	1.6	-5	-61
COCCn1c(SCC(=O)N2CCCc3ccccc32)nc2ccccc2c1=O	5.2	2	0.99	1	-5	18	0.94	-2	6
